TRPC4 act – opens the mouse TRPC4 cation channel. HEK293 TRPC4beta/mu-opioid, Fluo4 calcium fluorescence; stronger effect = higher value. B-score at 10 µM. 310,000 tested, 0.49% active. AID 2237;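 active means B-score above 5 SD of library B-scores, and initial fluorescence ratio not above library mean plus 5 SD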;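 further: positive B-score marks a calcium rise read as TRPC4 activation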
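Material: TRPC4beta and mu-opioid receptor HEK293 stable cells | Incubation: 45 min room-temperature Fluo4 loading, 110 s read | Detection: Kinetic Fluo4 calcium fluorescence | Measure: Integrated baseline-normalised fluorescence ratio, converted to per-well B score | Benchmarks: Low control buffer alone, high control maximal DAMGO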
SKKanGAS inh – blocks kanamycin growth of S. pyogenes SKKanGAS strain; inhibition, % at 7.5 µM; BacTiter-Glo, 6 h; AID 1662; 300,000 tested, 1.3% active;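 active means mean replicate score, as percent of positive control median, at least 50; inconclusive means mean below 50 but one replicate at or above 50; inactive means mean and every replicate below 50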;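 further: strain carries kanamycin resistance gene driven by streptokinase promoter and grows in 40 µg/ml kanamycin; loss of luminescence reflects streptokinase promoter inhibition or plain growth inhibition; 0% = median of DMSO wells and 100% = positive control at its reference dose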
TRPC4 PAM – allosterically enhances the mouse TRPC4 cation channel; AID 2227; HEK293 TRPC4beta/mu-opioid, DAMGO EC20, Fluo-4 Ca2+ flux; stronger effect = higher value; B-score at 10 µM; Q9QUQ5; 310,000 tested, 0.42% active;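 active means B-score of calcium response area above 5 SD of library B-scores, with initial fluorescence ratio within 5 SD of library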;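 further: B-score of integrated fluorescence ratio over time as area under calcium response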
aSyn UTR inh – MLPCN primary screen, SNCA 5' untranslated region; 300,000 tested, 0.82% active; alpha-synuclein 5'UTR reporter, inhibitor activity; inhibition, % (tested at 7.5 µM); AID 1813; in the data active means inhibition above about 60%; inconclusive means no clear call, values can overlap the other calls;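 further: H4 neuroglioblastoma cells stably carrying SNCA 5'UTR luciferase fusion; 0% = DMSO wells and 100% = positive control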
KLF5 inhibitor – suppresses KLF5 promoter-driven expression. inhibition, % at 5 µM. DLD-1 KLF5 promoter-luciferase reporter, luminescence. 290,000 tested, 0.23% active;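 active means inhibition above a per-plate limit of that plate's mean compound inhibition plus 3 SD, cut at about 60% in these data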;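 further: 0% = DMSO wells and 100% = LY294002 at 200 µM; higher means less KLF5 promoter-driven luciferase light; inactives centre near -14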
IEC-6 cytotox – counter-screen for KLF5 inhibitors: cytotoxicity in IEC-6 cells; 290,000 tested, 0.78% active; IEC-6 cytotoxicity, luminescence viability; inhibition, % at 5 µM; AID 1825; in the data active means inhibition above about 22%;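 further: 0% = plate median of test compound wells and 100% = cytotoxic reference compound wells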
TRPC4 block – blocks the mouse TRPC4 cation channel; Q9QUQ5; HEK293 TRPC4beta/mu-opioid, DAMGO-evoked Fluo4 calcium flux; stronger effect = lower value; B-score at 10 µM; 300,000 tested, 0.39% active;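 active means B-score over 3 SD under the library average, no early fluorescence shift, positive overall ratio signal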
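Signal: kinetic Fluo4 fluorescence imaging of calcium influx. Material: stable TRPC4beta/mu-opioid receptor HEK293 cells. Probe or stimulus: DAMGO in two steps, submaximal then maximal.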
HIF act – HIF pathway transcriptional activation. U2OS HRE-luciferase reporter, luminescence; normalized: DMSO 0%, desferrioxamine 100%. activation, % at 7.5 µM (by protocol). 300,000 tested, 0.32% active. AID 1910;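 active means mean activation of at least 10% of the iron chelator positive control signal, with at least half of replicates also reaching 10%; inconclusive means mean and replicate majority disagree about reaching 10%; inactive means mean and most replicates under 10%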
TRPC6 inhibitor – mouse TRPC6 channel inhibition. HEK293-TRPC6, membrane potential dye, ACh-evoked depolarization; stronger effect = lower value. AID 2553. B-score at 10 µM. 310,000 tested, 1.1% active. Q61143;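 active means B-score under library mean minus 3 SD, initial fluorescence not abnormally high, positive integrated signal ratio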;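 further: B-score derived from integrated fluorescence ratio over the kinetic read; more negative B-score means stronger inhibition of depolarization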
MrgX1 antagonist – blocks BAM8-22 activation of human MrgX1 receptor. Q96LB2. MRGX1-HEK293 calcium flux, Fluo-4, BAM8-22 antagonism; stronger effect = lower value. B-score at 10 µM. 310,000 tested, 1.3% active;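 active means calcium-response B-score plate-corrected more than 3 library SD below zero, starting fluorescence within 5 deviations, no agonist response on first addition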;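 further: peak minus trough fluorescence over baseline after final BAM8-22 challenge near maximal dose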
Target sequence (Q96LB2 whole entry, looked up): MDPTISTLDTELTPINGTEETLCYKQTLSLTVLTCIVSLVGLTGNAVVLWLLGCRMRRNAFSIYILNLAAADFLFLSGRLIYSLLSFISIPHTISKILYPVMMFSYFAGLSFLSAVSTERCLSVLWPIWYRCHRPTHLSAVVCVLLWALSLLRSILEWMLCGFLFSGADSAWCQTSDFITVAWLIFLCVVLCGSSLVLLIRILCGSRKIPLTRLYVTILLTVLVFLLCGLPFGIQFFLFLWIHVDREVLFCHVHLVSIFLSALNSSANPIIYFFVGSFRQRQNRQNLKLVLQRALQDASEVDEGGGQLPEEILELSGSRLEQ
TRPC6 act – activators of mouse TRPC6 channel | B-score at 10 µM | HEK293-TRPC6 membrane potential dye fluorescence; stronger effect = higher value | Q61143 | 310,000 tested, 0.13% active;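 active means B-score of the integrated fluorescence ratio above library mean plus 3 SD, and starting fluorescence ratio within library mean plus 5 SD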;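 further: higher score means more depolarization so channel activation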
* marks the source's active call; other numbers are inactive results; i = inactive; u = inconclusive; x = not tested or not shown.

SMILES	TRPC4 act	SKKanGAS inh	TRPC4 PAM	aSyn UTR inh	KLF5 inhibitor	IEC-6 cytotox	TRPC4 block	HIF act	TRPC6 inhibitor	MrgX1 antagonist	TRPC6 act
CCCc1cc(=O)[nH]c(SCC(=O)N2CCN(c3ccc(F)cc3)CC2)n1	i	-3	i	11	-29	-3	i	-0.2	i	i	i
COCCN(CC(=O)NCc1ccc2c(c1)OCO2)C(=O)CCC(=O)Nc1nccs1	i	6	i	6	-13	3	i	-1.4	i	i	i
O=[N+]([O-])c1cnccc1Nc1ccc(Cl)cc1	i	0	i	18	-20	1	i	0.1	i	i	i
Cc1ccc(NC(=O)CCNS(=O)(=O)c2ccc3[nH]c(=O)oc3c2)cc1	i	-2	i	14	-10	-1	i	-0.3	i	i	i
CCCOc1ccc(NC(=O)CC2C(=O)N(C)C(=S)N2Cc2cccs2)cc1 (stereo unspecified)	i	-18	i	1	-8	2	i	0.8	i	i	i
COC(=O)CCC(=O)Nc1cccc([N+](=O)[O-])c1	i	-3	i	10	-11	3	i	0.9	i	i	i
O=C1O[C@@H]([C@H](O)CO)C(O)=C1O	i	1	i	-3	x	x	i	-0.3	i	i	i
O=C(CCn1c(=S)oc2ccccc21)Nc1ccc(F)cc1	i	-5	i	15	-5	-4	i	-0.3	i	i	i
CC(=O)Nc1ccc(S(=O)(=O)/N=C2\C(=O)c3ccccc3C([O-])=C2n2cc[n+](-c3ccccn3)c2)cc1	i	2	i	23	-16	-1	i	u	i	i	i
O=C(O)c1cccc(C(=O)c2cccc(C(=O)O)c2)c1	i	-6	i	-6	-6	1	i	-1.1	i	i	i
Cc1c(C(=O)NC2CCOC2)oc2c(F)cccc12 (stereo unspecified)	i	-3	i	-148	-162	6	i	3.6	i	i	i
Cc1ccc(-c2nc(C3CCCN(S(=O)(=O)c4ccc(C(C)(C)C)cc4)C3)no2)cc1 (stereo unspecified)	i	0	i	22	-5	6	i	-0.7	i	i	i
COc1cccc(CNS(=O)(=O)c2c(C)nc3scc(C)n3c2=O)c1	i	1	i	-8	0	1	i	0.1	i	i	i
NC(=O)c1nsc(C(=O)N(c2ccccc2)C(C(=O)NC2CCCC2)c2ccc3ncccc3c2)c1N (stereo unspecified)	i	7	i	32	-21	8	i	-0.9	i	i	i
CCc1ccc(-c2csc(NC(=O)C3=NN(c4ccccc4)C(=O)CC3)n2)cc1	i	-8	i	-97	-2	4	i	0.1	i	i	i
O=c1[nH]c2ccc(Cl)cc2c(O)c1-c1ccccc1	i	-10	i	-3	-37	0	i	0.4	i	i	i
COc1ccccc1C(=O)NCCC(=O)N(Cc1ccco1)Cc1cccs1	i	2	i	3	-7	-1	i	-0.6	i	i	i
Cc1cccc(NC(=O)C2SC(=Nc3c(C)cccc3C)C(C(=O)N3CCOCC3)=C2N)c1 (stereo unspecified)	i	94*	i	-23	-1	5	i	-1.5	i	i	i
O=C(CCCN1C(=O)c2cccnc2Oc2ccc(Cl)cc21)N1CCCCC1	i	-3	i	10	-14	-6	i	0.0	i	i	i
CN1CCCN(C(=O)c2ccc(Br)cc2)CC1	i	-4	i	-6	-9	-3	i	0.4	i	i	i
COc1cccc(C2=NOC(C(=O)Nc3cc(C)nn3-c3ccccc3)C2)c1OC (stereo unspecified)	i	0	i	-17	-45	-6	i	0.9	i	i	i
O=C(N/N=C/c1ccccc1[N+](=O)[O-])c1ccc(CN2CCOCC2)cc1	i	-2	i	-83	-51	6	i	0.6	i	i	i
CCNC(=O)COc1ccc(/C=C2\COc3ccccc3C2=O)cc1OC	i	-10	i	-16	30	8	i	-0.2	i	i	i
COc1cccc(N2CC(C(=O)Nc3nnc(SCC(=O)c4ccccc4)s3)CC2=O)c1 (stereo unspecified)	i	10	i	-10	-20	-2	i	x	i	i	i
CCOc1ccc(OCCC(=O)OCC(=O)NCc2ccc(Cl)cc2)cc1	i	-46	i	1	x	x	i	1.3	i	i	i
CC(C)(C)c1ccc(C(=O)C2CCCN(C(=O)CCn3cncn3)C2)cc1 (stereo unspecified)	i	4	i	-24	-25	-1	i	1.4	i	i	i
NC(=O)c1ccc(NC(=O)CN2CCN(Cc3ccccc3)CC2)cc1	i	-2	i	18	1	10	i	0.8	i	i	i
CCOC(=O)N1CCN(C(=O)c2cc(COc3ccc4ncccc4c3)on2)CC1	i	-7	i	-17	11	8	i	0.3	i	i	i
CC(=O)Nc1ccc(Cl)c(C(N)=O)c1	i	-6	i	2	5	-1	i	-0.5	i	i	i
Cc1cccc(-c2noc(CCCC(=O)NCC3CCCO3)n2)c1 (stereo unspecified)	i	-3	i	11	-1	-9	i	0.7	i	i	i
CCCn1c(CNC(=O)c2ccccc2)nc2ccccc21	i	-4	i	11	-13	-2	i	0.0	i	i	i
N#CC(c1ccc(Cl)cc1)c1cccc(Cl)n1 (stereo unspecified)	i	10	i	6	-7	-3	i	0.1	i	i	i
Cc1nc(NC(=O)COC(=O)CCc2nc3ccccc3s2)c(Cl)cc1Cl	i	-8	i	-5	15	-2	i	-0.2	i	i	i
OCc1nc2ccccc2n1CCCOc1ccccc1	i	10	i	-51	-42	3	i	1.4	i	i	i
CCOC(=O)c1c(-c2ccccc2)csc1NC(=O)/C(C#N)=C/c1ccc(O)c(OC)c1	i	46	i	0	-11	-2	i	-0.2	i	i	35*
CS(=O)(=O)N(CC(=O)N1CCN(Cc2ccccc2)CC1)Cc1ccccc1	i	8	i	16	9	4	i	0.0	i	i	i
Cc1ccc(OCCNC(=O)c2ccccc2O)cc1	i	-2	i	-50	-37	4	i	-0.1	i	i	i
Cc1onc(-c2c(F)cccc2Cl)c1C(=O)Nc1cccc(Cn2cccn2)c1	i	1	i	-17	-14	0	i	-0.6	i	i	i
CCCc1nc(SCC(=O)Nc2nc3c(s2)CCCC3)c2ccccc2n1	i	15	i	12	-22	5	i	1.6	i	i	i
Cc1ccc(-c2ccccc2[C@@H]2C[C@H]3CN(C)C(=O)[C@]34CCCN24)o1	i	-5	i	13	-13	-8	i	-0.4	i	i	i
CC(=O)Nc1ccc(NC(=O)CSc2nnc(CNc3ccc(F)cc3)n2CC2CCCO2)cc1 (stereo unspecified)	i	3	i	-7	-22	-2	i	0.2	i	i	i
COc1ccc(-n2c(=O)c3c4c(sc3n3c(=S)[nH]nc23)COC(C(C)C)C4)cc1 (stereo unspecified)	i	27	i	-12	-32	0	i	0.3	i	i	i
O=C(CCc1c[nH]c2ccccc12)NCCOc1ccccc1	i	-6	i	-6	9	5	i	0.1	i	i	i
CCOC(=O)C1(Cc2ccccc2)CCN(Cc2ccc(COC)o2)CC1	i	3	i	-32	-30	-8	i	-0.1	i	i	i
O=C(CCN1C(=O)S/C(=C\c2ccccc2)C1=O)N1CCCCC1	i	14	i	-10	-56	-1	i	0.2	i	i	i
O=C(CNC(=O)c1ccccc1F)OCCCOC(=O)CNC(=O)c1ccccc1F	i	-9	i	-6	x	x	i	0.1	i	i	i
CC(C)(C)OC(=O)N1CCC[C@H]1c1nnc(SCc2c(Cl)cccc2Cl)o1	i	4	i	0	-12	13	i	0.4	i	i	i
CCCNC(=O)c1csc(Nc2cccc3ccccc23)n1	i	-8	i	22	-29	2	i	-0.4	i	i	i
O=C(CNc1ccc(F)cc1F)NC(=O)NCc1ccco1	i	-4	i	-1	-28	2	i	-0.1	i	i	i
Cc1ccc2c(Cl)c(C(=O)NCC3CCCO3)sc2c1 (stereo unspecified)	i	-3	i	-137	-112	5	i	1.1	i	-4.6*	i
Continuation:
SMILES	TRPC4 act	SKKanGAS inh	TRPC4 PAM	aSyn UTR inh	KLF5 inhibitor	IEC-6 cytotox	TRPC4 block	HIF act	TRPC6 inhibitor	MrgX1 antagonist	TRPC6 act
Cc1ccc(C(=O)Nn2cnnc2)cc1	i	-5	i	6	-34	-1	i	0.2	i	i	i
CCc1ccc(NC(=O)[C@H](NC(=O)[C@@H]2Cc3ccccc3CN2)c2ccccc2)cc1	i	1	i	-18	-28	0	i	-0.9	i	i	i
COC(=O)c1scc(S(=O)(=O)C(C)(C)C)c1N	i	-5	i	0	-6	0	i	-0.6	i	i	i
CCCN(CCC)C(=O)c1cc(-c2ccc3c(c2)OCO3)nc2ccccc12	i	0	i	4	-3	5	i	-0.9	i	i	i
CN(CC(=O)N1CC=C(c2ccccc2)CC1)S(=O)(=O)c1ccc2c(c1)c(=O)n(C)c(=O)n2C	i	1	i	15	-2	3	i	-0.2	i	i	i
COc1cc(CN2CCN(C(=O)c3ccc(-c4ccccc4)cc3)CC2)cc(OC)c1OC	i	0	i	-19	-26	-1	i	-0.2	i	i	i
CC(C)NC(=O)COC(=O)c1ccc(Cl)c(S(N)(=O)=O)c1	i	-7	i	-1	-21	-1	i	0.0	i	i	i
NS(=O)(=O)c1ccc(NC(=S)N2CCN(c3ccccc3Cl)CC2)cc1	i	0	i	10	-16	-1	i	-17	i	i	i
CCn1cc(C(=O)N2CCN(Cc3ccc4c(c3)OCO4)CC2)c(=O)c2ccc(C)nc21	i	6	i	21	-32	-5	i	-0.3	i	i	i
Nc1ccc(C(=O)OCC(=O)N2CCOCC2)cc1[N+](=O)[O-]	i	6	i	-71	-42	4	i	0.9	i	i	i
O=C(Cn1ccc2ccccc21)Nc1ccc2c(c1)OCO2	i	-3	i	9	-22	-8	i	0.2	i	i	i
COc1ccc(S(=O)(=O)N2CCCC(N(C)CCc3ccccc3)C2)cc1OC (stereo unspecified)	i	-4	i	-17	-9	-2	i	-0.7	i	i	i
O=C1C(C=NCC2CCCO2)=C(O)c2ccccc21 (stereo unspecified)	i	-1	i	-96	-105	7	i	2.4	i	i	i
Cn1c(=O)cc(SCC(=O)NCC2CCCO2)c2ccc(Cl)cc21 (stereo unspecified)	i	-2	i	18	-6	5	i	0.1	i	i	i
CC(=O)Nc1ccc(S(=O)(=O)Nc2nccc(C3Cc4ccccc4C(=O)O3)n2)cc1 (stereo unspecified)	i	7	i	24	-11	-4	i	0.4	i	i	i
O=C(N=C1N=C2C=CC(Br)=CN2Cc2ccccc21)c1ccc([N+](=O)[O-])cc1[N+](=O)[O-]	i	9	i	-106	-76	11	i	0.8	i	i	i

Screens (PubChem)
